Screens: PubChem, several laboratories
Efflux pump mplx – inhibitors of Candida antifungal efflux pumps expressed in yeast; hit rate 0.44% among 330,000; AID 485275; S. cerevisiae Candida pump triplex, Nile Red efflux; inhibition, % at 10 µM;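 active means plate passing quality check with inhibition over a set limit, or well fluorescence over plate mean plus 4 SD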;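 further: Nile Red retained in pooled yeast measured as flow cytometry median fluorescence; 0% = buffer negative control and 100% = Enniatin B positive control; higher means more Nile Red kept so more efflux inhibition; some compounds called inactive have numbers as strong as hits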
ZTA DNA inh – ZTA (EBV) inhibition in EBNA-1 counter-screen; P03206; ZTA-DNA binding, fluorescence polarization; inhibition, % at 11 µM; hit rate 0.15% among 320,000; AID 2234; in the data active means inhibition above about 33%
Target sequence (P03206 whole entry, looked up): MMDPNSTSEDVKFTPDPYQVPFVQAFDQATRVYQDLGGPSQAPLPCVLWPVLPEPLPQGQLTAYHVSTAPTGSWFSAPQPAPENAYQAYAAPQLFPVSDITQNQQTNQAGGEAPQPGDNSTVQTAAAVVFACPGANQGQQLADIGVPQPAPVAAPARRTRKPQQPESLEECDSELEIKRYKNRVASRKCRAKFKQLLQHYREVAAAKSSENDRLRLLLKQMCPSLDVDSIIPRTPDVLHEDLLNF
Yeast superoxide – yeast age-related superoxide inhibition as caloric restriction mimetic; hit rate 0.18% among 330,000; AID 2690; superoxide response (% of plate mean), % at 10 µM; S. cerevisiae aged cells, superoxide DHE fluorescence; hits give low values;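 active means superoxide response under a set limit, about three screen SD below normal, cut at about 65% in these data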;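 further: yeast aged for seven days with compound at 30 °C before DHE staining; 100% = average MFI of all compound-treated wells on the plate with controls excluded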
MCL1-BIM inh – MCL1-BIM-BH3 interaction inhibition (human). hit rate 0.68% among 320,000. AID 2057. Q07820. GST-MCL1 / FITC-Bim-BH3 fluorescence polarization. inhibition, % at 10.9 µM;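 active means inhibition above the mean inhibition of all tested compounds plus 3 SD, set per campaign, cut at about 40% in these data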;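 further: 0% = DMSO wells and 100% = unlabeled Bim-BH3 peptide control; higher means more loss of mP so more displacement of Bim peptide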
Target sequence (Q07820 whole entry, looked up): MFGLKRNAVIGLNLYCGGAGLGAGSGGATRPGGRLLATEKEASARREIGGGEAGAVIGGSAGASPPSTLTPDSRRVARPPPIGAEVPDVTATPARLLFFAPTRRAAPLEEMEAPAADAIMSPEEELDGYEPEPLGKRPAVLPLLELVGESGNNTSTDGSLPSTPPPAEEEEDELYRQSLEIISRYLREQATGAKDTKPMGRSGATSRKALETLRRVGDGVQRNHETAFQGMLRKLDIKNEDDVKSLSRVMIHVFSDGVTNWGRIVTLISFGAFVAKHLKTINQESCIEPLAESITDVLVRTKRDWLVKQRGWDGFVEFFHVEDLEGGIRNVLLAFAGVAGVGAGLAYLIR
GLD-1 TGE inh – GLD-1-TGE RNA interaction inhibition (C. elegans); Q17339; purified GLD-1 + fluorescein TGE RNA, fluorescence polarization; inhibition, % at 5.96 µM; hit rate 0.44% among 320,000;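 active means percent inhibition above a per-plate cutoff, the plate mean of test compounds plus 3 SD, cut at about 30% in these data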;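 further: 0% = DMSO wells with GLD-1 and probe and 100% = wells lacking GLD-1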
Bcl-xL primary – blocks human Bcl-xL binding to Bim BH3 peptide; hit rate 0.7% among 320,000; GST-Bcl-xL / FITC-Bim BH3 peptide fluorescence polarization; Q07817; inhibition, % at 10.9 µM; AID 2129;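 active means inhibition above the mean of all tested compounds plus 3 SD, cutoff set per campaign, cut at about 30% in these data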;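 further: 0% = DMSO wells and 100% = unlabeled Bim-BH3 peptide competitor; inhibitors lower millipolarization by displacing the labeled peptide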
Target sequence (Q07817 whole entry, looked up): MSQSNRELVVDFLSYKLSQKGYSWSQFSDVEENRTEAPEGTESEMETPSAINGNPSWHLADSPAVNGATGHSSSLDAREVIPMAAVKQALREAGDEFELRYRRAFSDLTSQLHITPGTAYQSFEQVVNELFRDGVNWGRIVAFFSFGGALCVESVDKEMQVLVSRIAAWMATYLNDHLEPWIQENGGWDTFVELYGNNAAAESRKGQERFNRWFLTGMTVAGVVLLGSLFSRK
MEX-5 binding – C. elegans MEX-5 TCR-2 RNA binding activity; Q9XUB2; MEX-5/FITC-TCR2 RNA binding, fluorescence polarization; hits give low values; activity score (negative = inhibition of binding), % at 10 µM; hit rate 0.38% among 300,000; AID 1832;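 active means inhibition past about -25% in most replicates, and total fluorescence under double the plate's negative control median, limit read from the data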;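 further: 0% = DMSO and -100% = 5 µM competing unlabeled TCR2 RNA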
Fam108B inh – Fam108B inhibition, counter-screen for RBBP9 inhibitors. inhibition, % at 9.51 µM. recombinant Fam108B, FP-Rh probe fluorescence polarization. hit rate 0.33% among 300,000;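 active means inhibition above the screen mean inhibition plus 3 SD, computed separately per campaign, cut at about 18% in these data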;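 further: inhibitors lower polarization as less probe binds the enzyme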
EBNA-1 inhibitor – blocks EBNA-1 binding to DNA. hit rate 0.34% among 300,000. inhibition, % at 14.8 µM. EBNA-1 DNA binding, fluorescence polarization; in the data active means inhibition above about 28%
* marks the source's active call; other numbers are inactive results; . = no result given.

SMILES | Efflux pump mplx | ZTA DNA inh | Yeast superoxide | MCL1-BIM inh | GLD-1 TGE inh | Bcl-xL primary | MEX-5 binding | Fam108B inh | EBNA-1 inhibitor
CC(C)CC(=O)Nc1ccc(-c2cn3cccnc3n2)cc1 | -0.4 | 1 | 81 | 5 | 3 | 5 | -0.4 | 0 | 7
COc1cccc(OCc2cc(C(=O)N(C)Cc3nc4ccccc4[nH]3)no2)c1 | 0.7 | -21 | 86 | 7 | 0 | 5 | 0.1 | 1 | -11
O=C(Nc1ccc(F)cc1)c1cc(S(=O)(=O)N2CCCCC2)cs1 | -0.2 | -16 | 109 | 10 | 5 | 10 | 0.6 | 0 | 1
CC(C)(C)NC(=O)CSc1nc(N)c(-c2ccccc2)c(=O)[nH]1 | 0.1 | 6 | 101 | -2 | -7 | -3 | 1.5 | 1 | 1
C/C(=N/OC(=O)CC(C)C)c1cc(-c2ccc(Cl)cc2)no1 | -0.1 | 7 | 106 | 3 | 8 | 6 | 2.0 | -2 | 0
Cc1ccc(-c2nn(CCC(=O)O)cc2CCC(=O)O)cc1 | 0.2 | 12 | 111 | 4 | 3 | -2 | -1.4 | 3 | -9
O=c1[nH]c(-c2cccnc2)nc2ccccc12 | -0.1 | 15 | 101 | 1 | 0 | 8 | 0.7 | 6 | 5
CCOC(=O)C(C#N)(Cc1cc(OC)cc(OC)c1)Cc1cc(OC)cc(OC)c1 | -0.1 | -4 | 99 | 5 | -2 | 2 | -3.4 | -5 | -3
Cc1ccc(C(=O)O/N=C(\N)Cc2cccc3ccccc23)cc1 | -0.1 | -4 | 106 | 7 | -4 | 7 | -1.1 | -3 | -12
CCO[C@H]1OC(C(N)=O)=C[C@@H](c2ccc(Br)cc2)[C@@H]1CCCO | . | 3 | . | -1 | -10 | -1 | -2.0 | -8 | -7
CC1CCN(C(=O)C(=O)c2cn(CC(=O)N3CCCCCC3)c3ccccc23)CC1 | -1.4 | 3 | 99 | 4 | 2 | 0 | -0.2 | 1 | 9
C=CCN1C(=O)/C(=C2/Sc3ccccc3N2C)SC1=Nc1ccccc1C | 0.0 | 7 | 100 | 4 | -5 | 4 | -2.6 | 1 | 0
COC(=O)CN(C#N)c1nc(SC)nc(N(C)C)n1 | -0.3 | 17 | 97 | 4 | 8 | 0 | 1.5 | 1 | 11
C=CCNc1nc(SC)nc2ccsc12 | 0.1 | 10 | 96 | 8 | 4 | -1 | -3.2 | -2 | 5
CN1C(=S)SC(N(O)C(=O)Nc2ccc(Cl)c(Cl)c2)C1(C)C (stereo not drawn) | 0.1 | -14 | 94 | 10 | 5 | 3 | 0.5 | -5 | 7
CSc1cccc(NC(=O)N2CCCC(CNS(=O)(=O)Cc3ccccc3)C2)c1 (stereo not drawn) | -0.3 | -1 | 83 | -1 | 2 | -1 | -0.3 | 2 | 22
O=C(CSc1nnc(NC(=O)c2cccc(F)c2)s1)NCC1CCCO1 (stereo not drawn) | -0.2 | 7 | 95 | 5 | 7 | 4 | -2.0 | -2 | -9
CN(C)C(=O)CN1C(=O)C2CC=C(Cl)CC2C1=O (stereo not drawn) | 0.1 | 1 | 111 | -1 | -1 | 1 | -6.3 | 2 | -9
COc1ccc2nc3sc(C(=O)NCCN4CCc5ccccc5C4)cc3cc2c1 | 0.1 | 5 | 103 | 10 | 2 | 15 | 0.6 | 1 | -5
C=Cn1c(C(=O)O)ccc1-c1ccc(OC)cc1 | -0.2 | 5 | 97 | 3 | 1 | 3 | 2.5 | 2 | 5
COc1cccc(NC2=C(C#N)C(=O)NC(c3cccc(OC)c3O)S2)c1 (stereo not drawn) | 0.0 | 9 | 108 | -3 | 6 | 9 | -2.7 | 4 | 3
Cn1ccsc1=NC(=O)c1ccccc1F | -0.2 | -1 | 88 | 0 | 1 | 6 | 1.3 | 0 | -4
CC(C)COc1ccc(C(=O)NC(Cc2c[nH]c3ccccc23)C(=O)NN)cc1 (stereo not drawn) | 0.0 | 1 | 88 | 10 | -1 | 4 | 0.0 | 0 | -10
Cc1ccc(S(=O)(=O)N2CCN(Cc3ccccn3)CC2)cc1 | -0.1 | 6 | 93 | 0 | 7 | 4 | -3.0 | 3 | 0
COc1ccc(C(=O)N2CCOC23CCN(c2ncccn2)CC3)cc1 | 0.0 | -1 | 94 | -5 | -10 | 0 | 1.2 | 6 | -23
CN(Cc1cn[nH]c1-c1cc2ccccc2o1)CC1CCOCC1 | 0.1 | 8 | 99 | 3 | -6 | 2 | -3.1 | -5 | -1
Cc1cccc(C)c1OCCCN1CCOCC1 | -0.3 | -18 | 104 | 3 | -4 | 10 | -4.1 | 2 | -2
C=CCNC(=O)c1ccc(-c2nc(-c3ccc(Cl)c(Cl)c3)cs2)cc1 | -0.2 | 7 | 116 | -5 | 0 | -3 | 1.6 | -13 | 10
CCCSc1cc(=O)n(-c2ccccc2)nc1C(=O)OCC | 0.0 | -6 | 95 | 3 | 3 | 0 | -1.6 | 1 | 9
O=C(COC(=O)CCc1nc2ccccc2s1)Nc1cccc(S(=O)(=O)N2CCOCC2)c1 | 0.2 | -7 | 80 | -7 | 6 | -14 | 0.8 | -1 | -5
Cc1nn(Cc2ccccc2)c2sc(C(=O)N3CCN(Cc4ccc5c(c4)OCO5)CC3)cc12 | 0.0 | 0 | 98 | 15 | -1 | 9 | 0.0 | 5 | -11
CCCn1c(N)c(N(CCOC)C(=O)c2cc(Cl)nc3ccccc23)c(=O)[nH]c1=O | -0.1 | 5 | 90 | 2 | 3 | 1 | -0.9 | 2 | 5
O=C(CCc1nnc2ccc(NCc3ccco3)nn12)Nc1cccc(F)c1 | 0.0 | -8 | 103 | 10 | 8 | 11 | 1.3 | -3 | 0
O=C(CN1CCN(C2CCCCC2)CC1)NCCC1=CCCCC1 | 0.1 | 5 | 90 | -6 | 2 | 2 | -1.5 | 0 | -2
Cn1c(N)c(C(=O)COC(=O)/C=C/c2cccc(C(F)(F)F)c2)c(=O)n(C)c1=O | 0.1 | 12 | 79 | -3 | 2 | 4 | . | . | .
CCOC(=O)c1ccc(NC(=O)c2cccc3c2C(=O)N(CC2CCCO2)C3)cc1 (stereo not drawn) | 0.0 | 0 | 98 | -2 | -1 | 2 | 3.0 | -3 | -9
COC(=O)c1sccc1NC(=O)c1sccc1C | 0.1 | 20 | 97 | 1 | -2 | 2 | 1.1 | -1 | 13
CC(C)c1ccc(N=c2c([N+](=O)[O-])nn(-c3ccc4c(c3)OCCO4)n2O)cc1 | 0.0 | 15 | 90 | -5 | 4 | 0 | 0.6 | -2 | 12
COc1ccc(S(=O)(=O)Nc2ccccc2C(=O)NCc2cccnc2)cc1C | 0.1 | 4 | 96 | 8 | -2 | 5 | 0.9 | -1 | -1
CCN(CC)S(=O)(=O)c1cc(NC(=O)c2cc(-c3ccccn3)nc3ccccc23)ccc1C | 0.0 | 13 | 102 | 10 | 1 | 4 | -0.3 | -33 | -4
COc1ccc(NC(=O)c2ccccc2)c([N+](=O)[O-])c1 | -0.1 | -4 | 99 | 2 | 7 | 4 | 0.8 | -2 | -3
COC(C[C@H](O)C[C@H](O)[C@@H](C)OCc1ccccc1)OC | . | 17 | . | 1 | -1 | 2 | -0.2 | 4 | -1
CCOc1ccc(NC(=O)C2=NN(c3ccccc3)C(=O)CC2)cc1S(=O)(=O)N1CCCCC1 | 0.2 | -26 | 129 | -5 | -1 | -7 | . | . | .
Cc1ccccc1CNc1ccc(C(CC(N)=O)NC(=O)c2ccc(Br)cc2)cc1[N+](=O)[O-] (stereo not drawn) | 0.3 | -1 | 102 | -4 | -5 | 4 | -1.6 | -11 | 0
O=C(Nc1ccc(O)cc1)c1cc2n(n1)C(C(F)(F)F)CC(c1ccco1)N2 (stereo not drawn) | 0.1 | -7 | 99 | 6 | 0 | 6 | 2.3 | 0 | -7
CC(CCN1CCN(c2ccc(F)cc2)CC1)c1ccccc1 (stereo not drawn) | 0.1 | 1 | 91 | 3 | 1 | 2 | 2.9 | -3 | -6
COc1cccc([C@@H]2CC=C(C(=O)O)[C@H](c3ccccc3)N2S(=O)(=O)c2ccc(C)cc2)c1 | -0.1 | 11 | 93 | -5 | 2 | 5 | . | 0 | 9
CCNS(=O)(=O)c1ccc(NC(=O)Nc2cccc(OC)c2)cc1 | -0.2 | -2 | 112 | 0 | -3 | 8 | -1.7 | 2 | 15
CCN1CCN(S(=O)(=O)c2ccc(Oc3ccccc3OC)cc2)CC1 | 0.3 | 17 | 127 | 3 | 1 | 1 | -3.4 | -5 | -2
COc1cccc(NC(=O)NCc2ccccc2Cl)c1 | -0.1 | -3 | 109 | 1 | -3 | 2 | -3.9 | 0 | 4
Cc1cc(C)nc(N2CCCC(C(=O)NC3CCCC3)C2)n1 (stereo not drawn) | 0.2 | 9 | 88 | 7 | 7 | 0 | 0.8 | -2 | 10
COc1ccc(/C=C2\SC(N)=NC2=O)cc1Br | 0.3 | 0 | 110 | 23 | -11 | 3 | -8.6 | 2 | -3
CCOC(=O)c1c(C)[nH]c(NC(=O)N2CCOCC2)c1C | 0.1 | 2 | 108 | 7 | 13 | 6 | 0.3 | -1 | 3
Cc1ccc2nc(C(Cl)(Cl)Cl)nc(N/N=C/c3ccncc3)c2c1 | 0.4* | 11 | 101 | 0 | 0 | 6 | 2.3 | -19 | 12
Cc1nccc(-c2ccc(-n3c(C)ccc3C)cc2)n1 | 0.0 | 16 | 104 | 6 | -11 | 2 | 1.8 | -1 | 10
COC(=O)Cc1c(C)c2ccc(OC(=O)c3ccco3)cc2oc1=O | -0.1 | -11 | 101 | -1 | 1 | -1 | -0.2 | 2 | -1
O=C(NC(=S)N1CCCCC1)c1csc([N+](=O)[O-])c1 | 0.1 | -4 | 133 | 7 | 2 | 4 | 1.3 | -1 | -11
Cc1ccc(C(=O)Nc2sc3c(c2C#N)CCCCC3)cc1C | -0.1 | -9 | 79 | 11 | -2 | 3 | 0.2 | -3 | 5
O=C(CCCOc1ccc(Cl)cc1Cl)Nc1ccncc1 | -0.2 | 3 | 96 | 4 | 1 | 5 | -0.2 | -2 | 2
O=C(NCCC1=CCCCC1)c1ccc(Br)o1 | 0.0 | -12 | 98 | 5 | 1 | 9 | 2.7 | -1 | -10

Next section
SMILES | Efflux pump mplx | ZTA DNA inh | Yeast superoxide | MCL1-BIM inh | GLD-1 TGE inh | Bcl-xL primary | MEX-5 binding | Fam108B inh | EBNA-1 inhibitor
Cc1ccc(S(=O)(=O)N/N=C(\c2ccccc2)c2cccnc2)cc1 | 0.0 | -2 | 96 | -1 | -3 | 6 | -0.3 | 1 | 1
NS(=O)(=O)c1ccc(CCNC(=O)CCCn2c(SCC(=O)N3CCCC3)nc3ccsc3c2=O)cc1 | -0.2 | -34 | 120 | -3 | 6 | 2 | -6.1 | -1 | -12
CCCC(=O)NCCSC | 0.1 | 2 | 106 | 6 | 4 | 3 | 1.2 | 2 | -7
O=C(Nc1ccccc1)C1=C[C@H](C2CCCCC2)C[C@H](OCc2ccc(CO)cc2)O1 | . | 15 | . | 12 | 2 | 8 | 4.2 | -5 | 4

A draw from above in order of count of non-hydrogen atoms, rising.
SMILES | Efflux pump mplx | ZTA DNA inh | Yeast superoxide | MCL1-BIM inh | GLD-1 TGE inh | Bcl-xL primary | MEX-5 binding | Fam108B inh | EBNA-1 inhibitor
CCCC(=O)NCCSC | 0.1 | 2 | 106 | 6 | 4 | 3 | 1.2 | 2 | -7
O=C(NCCC1=CCCCC1)c1ccc(Br)o1 | 0.0 | -12 | 98 | 5 | 1 | 9 | 2.7 | -1 | -10
Cc1ccc(S(=O)(=O)N/N=C(\c2ccccc2)c2cccnc2)cc1 | 0.0 | -2 | 96 | -1 | -3 | 6 | -0.3 | 1 | 1
